JMJD2C inh: blocks human GASC-1 demethylase activity. Q9H3R0. GST-JMJD2C(1-420) H3K9me3 demethylation, DELFIA europium. inhibition, % at 2.35 µM. 330,000 tested, 0.069% active;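 active = more than half of a compound's replicate wells show inhibition beyond 50%, single wells judged on their own value; inconclusive = some, but no more than half, of replicates pass 50% inhibition; inactive = no replicate passes 50% inhibition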;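 note: signal counts dimethyl H3K9 product captured on neutravidin plate; 0% = median of DMSO wells and 100% = 0.3 times that DMSO median; strong numbers were not always called active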
RPL19A-GFP yeast: modulators of TOR pathway RPL19A-GFP in S. cerevisiae; AID 2025; S. cerevisiae RPL19A-GFP strain, flow cytometry, 3 h; hits give low values; 330,000 tested, 0.3% active; percent response vs DMSO, % at 10 µM;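 active = percent response vs DMSO below 50%; inconclusive = fewer than 70 events counted for the yeast strain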;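 note: median channel GFP fluorescence of the barcoded RPL19A-GFP strain; ratio of sample median GFP to plate DMSO average so 100% = DMSO; lower means less RPL19A-GFP as with rapamycin TOR inhibition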
AGP1-GFP MLPCN: alters AGP1-GFP fluorescence in TOR pathway yeast screen | S. cerevisiae AGP1-GFP multiplex flow cytometry, 3 h; GFP as percent of DMSO wells | GFP response vs DMSO, % at 10 µM | 320,000 tested, 0.02% active | AID 2066;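 active = GFP response relative to DMSO above a set limit, near screen average plus 3 SD, cut at about 150% in these data; inconclusive = fewer than 70 cells counted for the yeast strain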;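 note: median GFP channel fluorescence of the gated AGP1 strain per well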
LAP4 TOR yeast: modulators of TOR pathway LAP4-GFP in S. cerevisiae; 320,000 tested, 0.34% active; GFP response vs DMSO, % at 10 µM; S. cerevisiae LAP4-GFP multiplex, flow cytometry GFP, 3 h; median GFP as percent of DMSO wells;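 active = GFP response vs DMSO above a set limit, about the screen mean plus 3 SD, cut at about 150% in these data; inconclusive = under 70 cell events counted for the yeast strain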
CIT2-GFP yeast: yeast TOR pathway CIT2-GFP modulation; S. cerevisiae CIT2-GFP strain, flow cytometry, 3 h; 100 means same as DMSO wells; GFP response vs DMSO, % at 10 µM; 320,000 tested, 0.065% active; AID 2029;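 active = GFP response relative to DMSO above a set limit, near the screen mean plus 3 SD, cut at about 150% in these data; inconclusive = Fewer than 70 cells measured for a yeast strain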;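 note: ratio of well median GFP fluorescence to mean of DMSO wells on the plate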
MEP2 TOR yeast: modulators of TOR pathway MEP2-GFP in S. cerevisiae. S. cerevisiae MEP2-GFP strain, flow cytometry GFP, 3 h; 100% = DMSO control level. GFP response vs DMSO, % at 10 µM. 330,000 tested, 0.51% active. AID 2016;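 active = GFP response versus DMSO above a set limit, roughly screen mean plus 3 SD, cut at about 180% in these data; inconclusive = fewer than 70 cells counted for a yeast strain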;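 note: median GFP fluorescence of the barcode-gated MEP2-GFP cells per well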
VLA-4 inh: inhibition in a human VLA-4 binding assay | VLA-4 expressing cells, ligand binding flow cytometry | AID 2557 | inhibition, % (about 7 µM as worked out from the volumes in the protocol) | 330,000 tested, 0.2% active; in the data active = inhibition above about 50%
Target sequence (P13612 whole entry, looked up): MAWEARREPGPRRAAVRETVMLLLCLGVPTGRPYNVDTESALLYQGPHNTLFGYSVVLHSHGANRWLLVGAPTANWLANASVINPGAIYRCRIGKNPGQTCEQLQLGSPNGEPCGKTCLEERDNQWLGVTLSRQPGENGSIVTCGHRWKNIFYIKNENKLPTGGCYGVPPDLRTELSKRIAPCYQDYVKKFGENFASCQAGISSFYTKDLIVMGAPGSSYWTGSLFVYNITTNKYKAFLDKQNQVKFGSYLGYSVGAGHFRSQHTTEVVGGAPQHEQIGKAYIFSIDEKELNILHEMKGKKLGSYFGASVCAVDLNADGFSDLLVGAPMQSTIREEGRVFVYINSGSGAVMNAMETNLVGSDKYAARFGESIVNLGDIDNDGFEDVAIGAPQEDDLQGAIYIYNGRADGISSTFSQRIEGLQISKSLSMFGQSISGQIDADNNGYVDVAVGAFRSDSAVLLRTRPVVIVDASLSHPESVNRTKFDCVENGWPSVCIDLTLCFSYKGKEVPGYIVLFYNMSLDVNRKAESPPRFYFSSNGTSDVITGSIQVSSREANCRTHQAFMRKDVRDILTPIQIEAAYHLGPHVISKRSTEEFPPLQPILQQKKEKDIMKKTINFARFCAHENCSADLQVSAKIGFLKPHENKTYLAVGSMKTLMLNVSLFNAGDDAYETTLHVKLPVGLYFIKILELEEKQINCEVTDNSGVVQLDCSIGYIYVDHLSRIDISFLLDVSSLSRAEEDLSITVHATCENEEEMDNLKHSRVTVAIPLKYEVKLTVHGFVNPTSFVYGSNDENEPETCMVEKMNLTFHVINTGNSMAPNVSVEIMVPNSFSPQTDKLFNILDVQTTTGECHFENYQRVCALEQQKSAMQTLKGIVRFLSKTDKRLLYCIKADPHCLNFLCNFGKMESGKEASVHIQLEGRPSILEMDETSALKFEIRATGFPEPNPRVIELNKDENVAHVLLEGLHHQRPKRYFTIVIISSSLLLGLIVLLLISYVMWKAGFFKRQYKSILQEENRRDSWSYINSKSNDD
GRK2 aptamer HTS: human GRK2 inhibition via aptamer displacement. AID 488847. bead flow cytometry, FAM-aptamer displacement from GRK2. P25098. inhibition of aptamer binding, % at 10 µM. 330,000 tested, 0.59% active;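 active = inhibition of aptamer binding above 40%, roughly 3 SD of noise, on plates passing a quality check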;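 note: median bead fluorescence of bound FAM aptamer so fluorescent compounds give negative values; no value below 0 was filed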
Numbers without * were called inactive; i = inactive; ? = inconclusive; . = no result given; & = joins results of further samples; [ ] = another dose, or the depositor's remark. Compounds were not picked by outcome. About 1.7% of those tested had a hit in this group.

SMILES	JMJD2C inh	RPL19A-GFP yeast	AGP1-GFP MLPCN	LAP4 TOR yeast	CIT2-GFP yeast	MEP2 TOR yeast	VLA-4 inh	GRK2 aptamer HTS
Cc1c(C#N)c2ccccc2n1CC(=O)NCC1CCCO1 (centres undefined)	0	96	94	95	93	102	14	0
Cc1ccc(S(=O)(=O)N2CCOC2CNC(=O)C(=O)NCc2ccc3c(c2)OCO3)cc1 (centres undefined)	4	104	99	102	105	113	1	0
Cc1nnc(NC(=O)CSc2nc3[nH]ncc3c(=O)[nH]2)s1	0	99	96	90	101	105	16	0
O=C(O)CCC(=O)N1CCOc2ccc(Cl)cc21	-3	93	90	88	86	91	1	0
Cc1cccc(NC(=O)CNC(=O)COc2ccc(-c3ccc(C#N)cc3)cc2)c1C	6	102	106	109	101	108	-25	0
NC(=O)c1ccc(C(=O)c2ccc([N+](=O)[O-])cc2)cc1	0	102	99	96	96	98	1	.
Cc1ccc(S(=O)(=O)NCCC(=O)NC2CCN(Cc3ccccc3)CC2)cc1	2	93	101	98	94	94	0	0
CC(=O)N1c2ccc(S(=O)(=O)NCC3CCC(C(=O)NC4CCCCC4C)CC3)cc2CC1C (centres undefined)	-21	97	92	89	99	102	-1	0
COC(=O)C1CCN(c2cc(=O)n(-c3ccccc3Cl)c(=O)[nH]2)CC1	5	99	101	91	98	92	2	0
Cc1nc2c(c(=O)n1CCC1=CCCCC1)c1nc3ccccc3nc1n2/N=C/c1ccccc1	2	102	103	90	102	104	9	0
CC(=O)N1CCN(S(=O)(=O)c2cccc(C(=O)OCC(=O)N(CCC#N)c3ccc(F)cc3)c2)CC1	8	89	93	88	90	98	-1	3
COc1ccc(CCNC(=O)CSc2nc3[nH]ncc3c(=O)[nH]2)cc1OC	6	111	99	97	106	105	-1	0
O=C(Nc1cccc(-n2cccn2)c1)C1CCCN(Cc2ccc(C#CCCO)cc2)C1 (centres undefined)	2	94	92	92	93	95	8	0
CCC(=O)c1ccc(OCC(=O)NCC2COc3ccccc3O2)cc1 (centres undefined)	-3	97	103	103	92	96	8	3
O=S(=O)(N/N=C\c1ccc2c(c1)OCO2)c1ccc(Cl)cc1	-57	104	106	105	106	111	2	1
CC(NC(=O)c1ccc2c(c1)OCO2)C1CCCO1 (centres undefined)	i	91	92	95	96	99	-3	6
CC(SC1=Nc2ccccc2C2CC=NN12)C(=O)NC1(C#N)CCCCC1 (centres undefined)	-1	106	116	121	101	102	-31	6
Cc1cccc(Cn2c(C)nc3ccc([N+](=O)[O-])cc3c2=O)c1	-8	101	97	84	89	100	4	1
CCc1ccc(S(=O)(=O)Nc2c(C)nn(C)c2C)cc1	-9	106	105	100	105	107	1	3
COc1ccc(CCN2C(=O)CN=C2Nc2ccc(F)cc2)cc1OC	-2	101	103	111	117	127	-9	0
Nc1c(NC2CCCCC2)c2ccccc2oc1=O	-77	95	96	98	101	99	14	0
COc1cccc(/C=C/C(=O)c2ccc(NC3=NCCCS3)cc2)c1	3	96	94	106	93	91	25	0
CC(=O)N1CCN(S(=O)(=O)c2ccccc2)C1c1ccccc1 (centres undefined)	6	101	105	100	107	101	16	2
COc1ccc(OCC(O)Cn2c(=N)n(CCN3CCOCC3)c3ccccc32)cc1 (centres undefined)	-7	105	110	102	101	98	-6	1
Cc1ccc(NC(=O)CCC(=O)NNS(=O)(=O)c2ccccc2)cc1C	-3	99	96	92	100	103	31	3
CC(=O)c1ccc(O)c(CSc2nncn2C)c1	1	92	98	96	95	94	15	0
O=C(Nc1ccc(F)cc1F)NC1CC1	8	101	100	102	103	99	2	0
Cc1[nH]c2ccccc2c1C(=O)COC(=O)c1ccc[n+]([O-])c1	2	98	103	109	92	100	-5	4
CCC(C)[C@H]1CN=C(N)N1CCc1cccc2ccccc12 (some centres undefined)	-27	98	87	103	88	94	7	0
COc1ccc(C(NC(=O)/C=C/c2ccco2)c2ccc(OC)cc2)cc1	9	103	103	95	99	101	-1	9
COc1ccc(C)cc1NC(=O)COC(C)=O	4	107	108	108	114	109	-5	1
COc1cc(OC)cc(C(=O)n2nc(C)cc2C)c1	7	96	95	96	100	97	8	2
NCCCC[C@H](N)c1nnc([C@H](CC(=O)O)NC(=O)C2CCNCC2)o1	9	100	98	98	96	106	39	1
O=C(CCCc1ccccc1)NCc1cccnc1	1	96	96	93	92	91	7	0
Cc1ccc(C(=O)O/N=C(\N)Cc2cccc3ccccc23)cc1	-7	105	85	107	83	109	-28	0
CCOc1ccccc1CN1CCN(Cc2ccc3cccc(OC)c3n2)CC1CCO (centres undefined)	38	103	107	97	107	98	-9	0
COC(=O)[C@]1(C)N[C@H](c2ccc(-c3cccc(Cl)c3)c(OC)c2)[C@@H]2C(=O)N(C)C(=O)[C@@H]21	.	106	114	110	104	106	20	0
O=c1c(-c2c(O)cc(O)c3c2O[C@H](c2ccc(O)cc2)CC3)c(-c2ccc(O)cc2)oc2cc(O)cc(O)c12	.	109	114	108	113	105	-33	7
Fc1ccc(/C=N/NC(=S)Nc2ccc(Cl)cc2)cc1F	4	101	96	102	94	100	14	2
Cc1cc(NC(=O)CCCS(=O)(=O)c2nc(-c3cccs3)cc(C(F)(F)F)n2)no1	-5	92	96	96	89	100	23	0
COc1cc(OC)cc(C(=O)Nc2ccc(S(=O)(=O)Nc3ccccn3)cc2)c1	1	97	103	90	102	99	6	0
CC(C)c1ccc(/C=N/NC(=O)c2cccc(S(=O)(=O)N3CCOCC3)c2)cc1	0	98	106	106	105	101	5	0
CN1C(=O)c2cccc3c(S(=O)(=O)Nc4ccc(O)c(C(=O)O)c4)ccc1c23	11	107	106	95	96	104	-1	3
O=C(NCC(=O)N(Cc1ccco1)C(C(=O)NC1CCCCC1)c1cccnc1)c1cccs1 (centres undefined)	18	97	102	102	89	94	11	1
CCCOP(=O)(OCCC)c1c([N+](=O)[O-])cc(C(F)(F)F)cc1[N+](=O)[O-]	-3	.	103	91	99	86	7	0
COc1ccc(NC(=O)/C=C/c2ccc(OC(F)F)cc2)cn1	7	103	87	106	92	101	6	0
Brc1ccccc1C1Nc2cccc3cccc(c23)N1	3	103	116	112	90	104	1	4
Cc1ccc(S(=O)(=O)N2CCC(C(=O)Nc3ccc4c(c3)OCO4)CC2)cc1	3	118	120	126	113	119	16	1
COc1cccc(C(=O)NC(=S)Nc2ccc(Cl)c(C(=O)O)c2)c1	-2	109	107	97	107	120	5	0
COc1ccc(N(CC(=O)Nc2ccccc2F)S(=O)(=O)c2ccc(C)c([N+](=O)[O-])c2)cc1	-8	99	103	101	108	103	2	2
COc1c([N+](=O)[O-])c(=O)oc2ccccc12	0	97	98	96	96	105	-4	2
O=C(O)Cc1ccc(NC(=O)Cc2ccc3ccccc3c2)cc1	18	105	106	100	107	106	-9	1
O=C(c1cc(C2CC2)on1)N1CCCC(N2CCN(c3cccc(C(F)(F)F)c3)CC2)C1 (centres undefined)	-2	?	96[may fluoresce red]	85[may fluoresce red]	102[may fluoresce red]	73[may fluoresce red]	1	0
Nc1ccc2oc(=O)c(-c3ccccc3)cc2c1	7	103	89	92	97	103	16	5
Cc1c(-n2c(SCC(=O)O)nnc2-c2ccccc2Cl)c(=O)n(-c2ccccc2)n1C	1	96	103	97	107	103	-2	0
O=[N+]([O-])c1ccc(N2CCN(C(=S)NC3CCCCC3)CC2)cc1	4	93	98	105	84	94	4	1
CC(=O)O[C@@H]1C[C@H]2C(C)(C)C(=O)C=C[C@]2(C)[C@H]2CC[C@@]3(C)[C@H](c4ccoc4)OC(=O)[C@H]4O[C@]43[C@@]21C	7	100	102	99	99	108	0	1
CC1Oc2ccccc2OC1(O)c1ccccn1 (centres undefined)	2	108	103	101	115	98	4	3
Cn1cccc1-c1cc(C(=O)N/N=C/c2cc(Br)ccc2O)[nH]n1	15	103	101	94	99	99	4	0
Cc1ccccc1CSCCNC(=O)Nc1ccccc1	18	102	96	99	98	99	-14	0

The list continues:
SMILES	JMJD2C inh	RPL19A-GFP yeast	AGP1-GFP MLPCN	LAP4 TOR yeast	CIT2-GFP yeast	MEP2 TOR yeast	VLA-4 inh	GRK2 aptamer HTS
O=C(N/N=C/c1ccco1)/C(=C/c1cccc([N+](=O)[O-])c1)NC(=O)c1ccccc1	-1	104	110	110	117	105	-2	4
CCOC(=O)C1CCCN(C(=S)Nc2ccc(F)cc2)C1 (centres undefined)	4	94	102	98	102	100	-2	2
CC(=O)N(CCCCl)C(C#N)c1ccccc1 (centres undefined)	10	103	93	91	99	103	22	0
CCOc1ccc(-c2c(C(=O)N/N=C/c3c[nH]c4ccccc34)nnn2-c2nonc2N)cc1	2	97	87	83	100	112	2	0
O=C(c1cccc(Cl)c1)N1CCN(c2ncccn2)CC1	8	97	95	94	98	99	4	0
CN(C)CCNC(=O)Cc1ncc(C(F)(F)F)cc1Cl	3	103	101	97	103	99	-5	1
CCN1C(=O)c2cccc3c(NS(=O)(=O)c4ccc(NC(C)=O)cc4)ccc1c23	4	100	102	99	92	103	-6	1
CS(=O)(=O)Nc1ccc(C(=O)NCCC2=CCCCC2)cc1	-6	97	89	95	.	92	11	1
CCCOc1ccccc1NC(=O)Nc1ccccc1Cl	-2	99	94	87	94	98	11	0
O=C(c1ccccc1Cl)N1CCN(S(=O)(=O)N2CCCCC2)CC1	-4	107	103	97	104	103	-1	0
COc1cccc(-c2nc(-c3ccc(NC(=O)c4ccncc4)cc3)no2)c1	-5	104	103	109	103	105	13	1
COc1ccccc1CNCc1ccc(C)cc1	1	104	110	98	101	104	-5	2
CC(=O)NCC(=O)OCC(=O)c1ccc(C)cc1	6	106	104	111	99	98	-1	0
NC(=O)N1CCN(C(=O)c2ccco2)CC1	2	93	89	90	91	93	2	0
CC(C)(C)C1CCC2(CC1)C(C#N)=C(SCC(=O)NC1CCCCC1)NC(=O)C2C#N (centres undefined)	18&1	101	110	92	96	104	11	3
O=C(N/N=C/C=C/c1ccccc1)NC1CCCCC1	11	95	87	138	78	98	7	0
COc1ccc(CNC(=O)CSc2nnc3c(n2)[nH]c2ccccc23)cc1	4	97	101	98	95	98	-5	0
CCCOc1cccc(C(=O)N(Cc2ccco2)C2CCS(=O)(=O)C2)c1 (centres undefined)	-5	100	99	100	105	104	14	1
O=C(Cn1c(=O)c2cccn2c2ccc(F)cc21)N1CCN(c2ccc(F)cc2)CC1	3	100	80	101	108	113	-6	0
Cc1ccc(NC(=O)CN(C)S(=O)(=O)c2cccc3nsnc23)cc1Cl	-14&4	103	104	101	107	98	6	0
Cc1ccccc1-c1nnc(NC(=O)CSc2nc3ccccc3s2)s1	8	100	104	99	101	100	-22	1
CCCc1ccc(OCc2ccc(C(=O)N3CCSCC3)o2)cc1	-11	104	93	116	94	109	5	0
O=C(c1ccccc1)N(CCN1CCOCC1)C1(C(=O)Nc2ccccc2)CCCCC1	4	100	104	101	103	99	-4	7
COc1ccc(NC(=O)COC(=O)CC2CCCC2)cc1	-5	103	105	101	105	103	5	2
Cn1cc(/C=C(\C#N)C(=O)Nc2ncc(Cc3ccc(Cl)cc3)s2)c2ccccc21	9	98	91	84	97	97	5	0
O=S(=O)(/C=C/c1ccccc1)NCCc1ccccn1	-1	106	106	100	104	102	2	0

High-throughput results deposited in PubChem BioAssay by several laboratories.
